Vif inh – HIV Vif self-association inhibitors, primary screen, imaging, HEK293T, single point. HEK293T cells, Vif self-association by quenched fluorescence, 24 h. inhibition, % at 7.49 µM. hit rate 0.35% among 340,000. AID 602346, 2012; in the data active means inhibition above about 50%, passing the limit was not always enough; further: some results filed as inactive read as strong as hits
Granule exo inh – LAMP-1 surface exposure blockers, TALL-104 cells – cell-based, flow cytometry, MLPCN library, primary screen; inhibition, % at 10 µM; AID 651702, 2012; TALL-104 LAMP-1 surface exposure; cells stimulated with thapsigargin and PMA; hit rate 0.66% among 360,000;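 active means inhibition above about 55%, limit read from the data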
NR2E3 ag-1 – inhibitors of NR2E3-RetCOR corepressor binding, primary screen, NR2E3 agonist project, biochemical, TR-FRET, GST-NR2E3, biotin-RetCOR. Photoreceptor-specific nuclear receptor (Homo sapiens), Q9Y5X4. 1536-well. inhibition of corepressor binding, % at 4.78 µM. hit rate 0.12% among 320,000. AID 2300, 2010;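 active means percent inhibition above the cutoff of mean plus 3 SD of all tested compounds, set per screening campaign, cut at about 20% in these data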;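 further: 0% = DMSO wells and 100% = biotin wells as full block of FRET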
Target sequence (Q9Y5X4 whole entry, looked up): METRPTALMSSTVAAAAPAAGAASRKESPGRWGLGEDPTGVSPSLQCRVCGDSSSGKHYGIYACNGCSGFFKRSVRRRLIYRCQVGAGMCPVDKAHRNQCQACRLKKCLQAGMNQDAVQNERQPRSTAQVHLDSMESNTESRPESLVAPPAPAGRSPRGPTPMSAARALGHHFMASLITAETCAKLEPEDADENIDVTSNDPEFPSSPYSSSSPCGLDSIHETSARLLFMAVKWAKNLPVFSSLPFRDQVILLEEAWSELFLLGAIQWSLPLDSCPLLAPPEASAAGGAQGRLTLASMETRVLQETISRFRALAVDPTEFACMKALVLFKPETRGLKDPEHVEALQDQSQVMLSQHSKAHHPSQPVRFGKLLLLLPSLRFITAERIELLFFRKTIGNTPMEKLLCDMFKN
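Test system: GST-NR2E3 and biotin-RetCOR proteins | Quantity: 1.35 nM GST-tagged NR2E3 final | Medium: Tris pH 7.5 | Also added: 7 nM biotin-RetCOR | Dosing: Compound at 4.8 µM, single dose | Timing: 5 h at 4 °C | Detection: Time-resolved FRET | Read-out basis: Percent inhibition | Benchmarks: Biotin wells as high control, 0.6% DMSO wells as low control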
NR2E3 ag-2 – NR2E3 agonists in two-hybrid cells, primary screen, cell-based, luminescence, CHO-S, Gal4-NCOR/VP16-NR2E3. Photoreceptor-specific nuclear receptor (Homo sapiens), Q9Y5X4. AID 602229, 2012. inhibition of corepressor binding, % at 3.98 µM. luciferase. hit rate 0.35% among 360,000;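 active means inhibition above the mean of all tested compounds plus 3 SD, cut at about 70% in these data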;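 further: 0% = DMSO with NR2E3 transfected cells and 100% = cells lacking NR2E3 construct; higher means lower luciferase signal from less NR2E3 corepressor binding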
TRPM1 prom inh – inhibitors of MITF-dependent TRPM1 promoter reporter, primary screen, cell-based, SK-MEL-5, single point, luciferase | SK-MEL-5 TRPM1 promoter luciferase, 24 h | inhibition, % at 12.5 µM | hit rate 0.83% among 330,000 | AID 488899, 2010;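 active means mean inhibition across replicates of 60% or more, whatever share of single replicates reaches that level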; further: values of inactives mirror those of a sister screen read the other way
CaV13 FRET inh – Disruptors of the CACNA1D IQ motif to Ca2+-dependent inactivation inhibitor domain association, primary screening, Förster resonance energy transfer in intact living …; AID 743397; HEK cells, CFP/YFP FRET ICDI-IQ, plate reader, 10 min; percent FRET-ratio fall versus neutral wells; inhibition, % at 12.3 µM; hit rate 0.098% among 340,000;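 active means mean replicate inhibition of at least 30% and at least 1% of replicates passing that level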;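 further: 0% = median of the neutral control wells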
Peg3 prom inh – Peg3 promoter-driven luciferase inhibitors, primary screen, cell-based, HeLa, luciferase luminescence. HeLa PEG-Prom luciferase reporter, overnight. inhibition, % at 20 µM. hit rate 1.7% among 360,000;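 active means inhibition of at least 50% at 20 µM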
iPSC survival up – enhancers of single-cell hiPSC survival, primary screen, ATPlite luminescence | 100% = ROCK inhibitor wells, 0% = DMSO | survival enhancement, % at 20 µM | hit rate 0.044% among 360,000 | AID 602274, 2012; in the data active means survival enhancement above about 18%;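 further: cells exposed to compounds for 16 hours before the ATP read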
PDI turbidity – inhibitors of human PDI, primary screen, biochemical, turbidity, single point, plate reader. inhibition, % at 10 µM. Protein disulfide-isomerase (Homo sapiens), P07237. PDI insulin aggregation turbidity, A650, 90 min. hit rate 0.052% among 350,000. AID 588391, 2011;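 active means mean inhibition across replicates of 30% or more, whatever share of single replicates reach that level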;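 further: absorbance from insulin aggregation driven by PDI reduction with DTT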
Target sequence (P07237 whole entry, looked up): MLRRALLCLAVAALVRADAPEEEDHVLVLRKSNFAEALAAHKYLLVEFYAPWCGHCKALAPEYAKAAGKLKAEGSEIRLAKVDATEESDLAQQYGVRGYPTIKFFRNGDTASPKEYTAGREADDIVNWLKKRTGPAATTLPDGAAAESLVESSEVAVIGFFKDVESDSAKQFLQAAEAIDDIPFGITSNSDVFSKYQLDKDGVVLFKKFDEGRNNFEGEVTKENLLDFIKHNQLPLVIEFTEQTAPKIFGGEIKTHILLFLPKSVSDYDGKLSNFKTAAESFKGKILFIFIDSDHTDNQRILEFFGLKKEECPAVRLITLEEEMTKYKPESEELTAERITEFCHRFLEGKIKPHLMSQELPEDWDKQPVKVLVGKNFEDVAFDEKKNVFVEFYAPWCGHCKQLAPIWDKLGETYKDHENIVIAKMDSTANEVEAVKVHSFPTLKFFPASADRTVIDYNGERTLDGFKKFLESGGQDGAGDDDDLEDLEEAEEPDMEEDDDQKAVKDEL
HIF-2a inh – HIF-2a reporter inhibitors, primary screen, luminescence, 786-0 RCC cells. 786-0 RCC cells HIF-2a reporter, luciferase luminescence, overnight. hit rate 0.72% among 360,000. inhibition, % at 18.8 µM;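 active means inhibition of the luminescence signal of 40% or more relative to plate controls, in a single-dose primary screen at 18.75 µM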
aDG glyco up – activators of alpha-DG glycosylation, primary screen, uHTS, Pro5-aDG cells, AlphaScreen; activation, % at 10 µM; alpha-DG glycosylation AlphaScreen (IIH6); 0% Pro5, 100% B10-LARGE cell signal; hit rate 0.22% among 360,000; AID 624168, 2012;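 active means activation of at least 8% versus controls, or a plate z-score of at least 8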;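 further: Pro5 are CHO cells carrying HIG-tagged alpha-DG that lacks glycosylation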
* marks the source's active call; other numbers are inactive results; x = not tested or not shown.

Preview:
Each structure is followed by: Vif inh	Granule exo inh	NR2E3 ag-1	NR2E3 ag-2	TRPM1 prom inh	CaV13 FRET inh	Peg3 prom inh	iPSC survival up	PDI turbidity	HIF-2a inh	aDG glyco up
> COc1ccc(NC(=O)C(Sc2ccccc2)c2ccccc2)c(OC)c1 (configuration not stated)
→ 1	-5	1	36	-2	-3	12	-0.1	-3	23	-0.1
> O=C(Cn1[nH]c(=O)c2ccccc2c1=O)Nc1cccnc1
→ -5	-4	-3	-14	-5	-2	19	0.3	-1	15	-0.2

All compounds of this part, previewed entries included:
Each structure is followed by: Vif inh	Granule exo inh	NR2E3 ag-1	NR2E3 ag-2	TRPM1 prom inh	CaV13 FRET inh	Peg3 prom inh	iPSC survival up	PDI turbidity	HIF-2a inh	aDG glyco up
> COc1ccc(NC(=O)C(Sc2ccccc2)c2ccccc2)c(OC)c1 (configuration not stated)
→ 1	-5	1	36	-2	-3	12	-0.1	-3	23	-0.1
> O=C(Cn1[nH]c(=O)c2ccccc2c1=O)Nc1cccnc1
→ -5	-4	-3	-14	-5	-2	19	0.3	-1	15	-0.2
> CC(=O)Nc1nc(-c2ccccc2)nc(-c2ccccc2OC(C)=O)n1
→ 3	0	2	10	10	-9	5	-1.1	0	-22	-0.1
> O=C(NCc1ccccc1)c1cnc(Cc2c[nH]c3ccccc23)c(I)c1
→ -9	-3	x	15	x	-5	2	-2.9	1	-24	2.1
> CN(C)c1ccc(C2N(c3ccc(F)cc3)C(=O)C3CCCN32)cc1 (configuration not stated)
→ 7	0	-1	4	x	-2	3	0.5	x	2	1.6
> O=C(NCc1ccccc1CN1CCCC1)c1ccc(Cl)c(S(=O)(=O)N2CCCC2)c1
→ -6	0	x	-5	-5	-6	14	-0.4	-2	7	0.0
> Cc1cc(C)cc(NC(=O)CSc2ccc(-c3cccs3)nn2)c1
→ -7	-2	-2	-9	5	-3	-21	-0.3	11	-51	0.6
> COC(=O)c1[nH]c2ccccc2c1NC(=O)CNC1CCCCC1
→ -2	-1	1	-3	8	-7	36	-0.7	0	15	-0.4
> Cc1cc(C)c2nc(SCC(=O)N(C)C3CCS(=O)(=O)C3)cc(C)c2c1 (configuration not stated)
→ 0	-2	0	-11	-6	0	x	x	5	x	x
> COc1ccc(Cn2cc(Cn3c4ccccc4c(=O)n3C(C)C)nn2)cc1
→ 2	4	x	-4	x	-10	6	-1.8	x	8	0.2
> CN(c1cccc(F)c1)c1cc2c(c3c1ccn3C)C1CCC2C1 (configuration not stated)
→ x	3	x	12	x	-4	10	1.3	x	6	0.0
> CCN(CC)CCCN1C(=O)CSC1c1ccc([N+](=O)[O-])cc1 (configuration not stated)
→ 2	3	-3	-2	-8	-5	2	0.0	0	16	-0.2
> Cc1cccc(NS(=O)(=O)c2cc3c4c(c2)CCC(=O)N4CCC3)c1
→ -9	15	2	37	8	-6	16	0.0	2	14	0.4
> CC(Sc1nnc(N)s1)C(=O)c1c(N)n(C)c(=O)n(C)c1=O (configuration not stated)
→ -3	2	x	-9	0	-6	-1	-0.4	-19	1	0.1
> Cc1ccc(C(C(=O)NC2CCCCC2)N2CCN(C(=O)c3ccco3)CC2)cc1 (configuration not stated)
→ 1	-2	0	2	-11	-5	2	-0.9	2	-2	0.4
> Cc1ccccc1NC(=O)NC1(C(=O)NCC2CCCO2)CCCCC1 (configuration not stated)
→ -3	-10	0	-4	0	-4	5	0.3	5	2	0.0
> CC(C)C[C@H]1CNC(=S)N1C[C@H]1CCCN1C[C@H](CC(C)C)N1C[C@H](Cc2ccc(O)cc2)N(CC2CCCCCC2)C1=S
→ 6	31	x	18	x	-6	87*	-1.9	x	2	0.3
> OCCNc1nc2ccccc2n1CC(O)c1ccccc1 (configuration not stated)
→ -1	-4	-1	-20	-8	4	15	0.2	3	19	0.0
> Cc1ccc(C(=O)NNC(=O)c2ccncc2)cc1C
→ 14	-2	2	23	8	-21	11	-0.5	-5	8	-0.1
> CN(C)C1CCCCC=CC(=O)NC1 (configuration not stated)
→ 10	-11	x	-11	x	-9	3	1.7	15	8	0.1
> O=S(=O)(Nc1nc(SCc2ccc(Cl)cc2)n[nH]1)c1ccc(F)cc1
→ -8	26	1	-14	9	-20	-16	1.4	1	2	-0.1
> COc1cc(CN2C[C@@H](CO)O[C@@H](n3cnc4c(NC5CC5)ncnc43)C2)cc(OC)c1OC
→ -8	12	x	21	x	-17	8	1.4	-17	8	0.3
> O=[N+]([O-])c1ccc(N2CCN(S(=O)(=O)c3ccc4ccccc4c3)CC2)cc1NCC1CCCO1 (configuration not stated)
→ 11	1	3	1	4	10	12	0.6	9	16	-0.6
> CCOC(=O)C1=C(C)Nc2ccccc2N=C1NC(=O)c1ccc(Cl)c(S(=O)(=O)N2CCCC2)c1
→ -3	-7	2	-23	8	-2	9	-0.7	-4	17	0.1
> CCCN(C(=O)c1ccc(N2CCCC2=O)cc1)c1c(N)n(Cc2ccccc2)c(=O)[nH]c1=O
→ 40	-4	-2	-25	3	-16	-4	-0.1	1	8	0.0
> Cc1cc(SCNC(=O)c2ccccc2)nc(C(C)C)n1
→ -5	-4	-1	-25	10	-4	0	1.1	-1	9	-0.1
> c1ccc(-c2nc3nc4ccccc4nc3n2Cc2ccco2)cc1
→ -6	0	4	-128	-33	-4	-141	-1.5	-3	-169	0.3
> CCN(CC)S(=O)(=O)c1ccc(NC(=O)COC(=O)c2ccc(Br)o2)cc1
→ 1	-2	-1	-4	12	-4	6	2.7	-1	5	-0.1
> N#Cc1cc2c(nc1SC1CCCCC1O)CCCC2 (configuration not stated)
→ 18	2	6	-11	-6	-4	15	-1.6	2	19	0.4
> CCOc1ccc2nc(NC(=O)CSCC(=O)Nc3cc(C)on3)sc2c1
→ -5	1	2	11	-100	-6	-257	-0.6	-5	-146	0.1
> CCN(CC)S(=O)(=O)c1ccc(C(=O)NCc2n[nH]c(=S)n2Cc2ccccc2)cc1
→ -2	-5	4	16	4	-8	-101	0.3	1	-18	-0.3
> CCOC(=O)c1c(N)sc(C(O)(C(F)(F)F)C(F)(F)F)c1-c1ccc(OC)cc1OC
→ 13	2	2	-20	9	-10	18	-1.6	-5	33	-0.2
> CSCC[C@H](NC(=O)[C@H]1N2C(=O)c3ccccc3C2SC1(C)C)C(=O)NCc1ccncc1 (some centres not stated)
→ 14	0	2	-29	-2	-2	3	-0.2	-2	-5	0.0
> COc1cccc(C(=O)NCCS(=O)(=O)NCc2ccc(Cl)cc2)c1
→ x	0	4	33	6	-5	10	-0.1	-6	-5	-0.2
> CCOc1ccccc1-c1nnc(SCC(=O)NC2CC3CCC2C3)n1CC (configuration not stated)
→ 0	-2	1	-6	23	x	21	-0.4	-4	25	0.1
> O=C(CNC(=O)c1ccccc1F)NCCOc1ccccc1Cl
→ 27	6	0	4	-3	-15	-1	1.4	2	-12	-0.8
> COc1ccc(/C=C/C(=O)NC2CCN(Cc3ccccc3)CC2)cc1OC
→ -5	-3	4	-5	15	-2	13	-0.4	-2	21	0.0
> O=C(CCC(=O)c1ccc(Oc2ccccc2)cc1)Nc1cccc(Cl)c1Cl
→ -11	0	2	-9	5	-14	13	-1.8	-18	12	-0.2
> O=C(Oc1ccc[nH]c1=O)c1ccc(F)cc1
→ 3	3	x	-16	x	-5	2	-3.4	-7	8	-0.1
> O=C(COC(=O)CNC(=O)c1ccc(Cl)c([N+](=O)[O-])c1)NC(=O)c1ccccc1
→ -8	0	-2	-18	0	-6	12	-0.3	13	7	-0.3
> CC(=O)N1N=C(c2ccncc2)OC12CCCCC2
→ 0	-2	-2	-22	4	-5	0	-3.6	-2	-31	-0.5
> Cc1cc(C)n2nc(C(F)(F)F)c(-c3ccccc3)c2n1
→ -2	-5	-2	8	3	8	9	2.5	-2	13	0.0
> O=C(Nc1ccc(NC(=O)c2ccc(Cl)c(S(=O)(=O)N3CCOCC3)c2)cc1)c1ccccc1
→ -3	1	0	-33	-1	-6	6	-0.4	-7	3	-0.1
> Cc1cc2oc(=O)cc(C)c2c(=O)o1
→ 9	3	-2	-5	11	-7	6	0.5	-1	8	-0.2
> CCOc1ccc(C(CC(=O)O)n2cnnn2)cc1 (configuration not stated)
→ -7	4	2	9	2	-5	-2	-0.5	-3	16	-0.3
> COc1ccc(N2CCN(C(=O)C3CCCN3S(=O)(=O)c3cccc4nsnc34)CC2)cc1 (configuration not stated)
→ -1	15	-3	-15	-2	x	-2	0.1	1	1	-0.2
> Cc1cc(C)cc(NC(=O)c2nccnc2C(=O)O)c1
→ 10	1	-3	-22	4	-6	-5	3.7	6	10	-0.1
> CCN(CC)CCCNC(=O)C1CCC(CNS(=O)(=O)c2ccc(Cl)cc2)CC1 (configuration not stated)
→ -11	-3	-5	-2	9	-5	9	-0.7	1	15	-0.1
> CN(C)CCCNC(=O)c1ccc(CN(c2ccccc2)S(C)(=O)=O)cc1
→ -3	2	2	-7	-2	x	11	-2.6	-12	18	-0.3
